# tim23-1 inh: inhibits growth of tim23-1 mutant yeast | 330,000 compounds, 1.3% hits | inhibition, % at 20 µM | AID 463212 | S. cerevisiae tim23-1 growth, BacTiter-Glo luminescence, 24 h;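 active = growth inhibition of the mutant yeast at or above 50%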;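 note: temperature-sensitive mutant grown at 25 °C; plate controls were DMSO-treated mutant yeast for no effect and medium wells lacking yeast for full effect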
# Jurkat NFkB inh: inhibitors of the PMA/ionomycin-induced NF-kB reporter in Jurkat cells; PMA/ionomycin-induced NF-kB luciferase reporter, luminescence; inhibition, % at 4 µM; 330,000 compounds, 0.53% hits; in the data active = inhibition above about 50%
# TIM10 inh: growth inhibitors of TIM10 yeast strain; S. cerevisiae TIM10 strain growth, BacTiter-Glo luminescence, 24 h; inhibition, % at 10 µM; 330,000 compounds, 1.4% hits; AID 463195;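 active = inhibition of 40% or more at the single tested concentration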;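 note: wild-type TIM10 isogenic control strain grown at permissive 25 °C; 0% = DMSO yeast wells and 100% = minimal medium wells without yeast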
# tim10-1 inh: growth inhibitors of tim10-1 mutant yeast; S. cerevisiae tim10-1 ts strain growth, BacTiter-Glo, 24 h; inhibition, % at 20 µM; 330,000 compounds, 2.2% hits; AID 463190;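 active = inhibition of at least 40%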;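 note: mutant grown at 25 °C; 0% = DMSO wells with yeast and 100% = wells holding no yeast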
# CHOP UPR activ: activators of apoptotic arm of unfolded protein response (CHOP). CHO-CHOP luciferase reporter, UPR activation, luminescence; percent of tunicamycin response over DMSO baseline. activation, % at 10 µM. 330,000 compounds, 0.34% hits. AID 449763;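 active = at 10 µM dose, activation of 40% or more, normalized to positive control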;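 note: 100% = tunicamycin at 10 µg/mL and 0% = DMSO alone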
#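 Test system: CHO CHOP reporter cells. Input: 500 CHO-CHOP cells per well. Medium: F12 with 10% FBS. Technique: luciferase luminescence. Measure: percent activation relative to tunicamycin control. Dosing: 10 µM compound, 0.5% DMSO. Timing: 16-18 h cell attachment, then 6 h compound exposure, 37 °C.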
# 697 NFkB inh: lowers PMA/ionomycin-induced NF-kB signal in 697 B cells; 330,000 compounds, 0.33% hits; inhibition, % at 4 µM; 697 B-cell NF-kB luciferase reporter, 16 h; AID 435022; in the data active = inhibition above about 35%
# Mdm2-MdmX inh: human Mdm2/MdmX binding inhibition | 330,000 compounds, 3% hits | O15151+Q00987 | inhibition, % at 8 µM | AID 485346 | SaOS-2 split-luciferase Mdm2/MdmX complementation, luminescence;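 active = inhibition of at least 50% at 8 µM in the primary screen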
# Target sequence (O15151 whole entry, looked up): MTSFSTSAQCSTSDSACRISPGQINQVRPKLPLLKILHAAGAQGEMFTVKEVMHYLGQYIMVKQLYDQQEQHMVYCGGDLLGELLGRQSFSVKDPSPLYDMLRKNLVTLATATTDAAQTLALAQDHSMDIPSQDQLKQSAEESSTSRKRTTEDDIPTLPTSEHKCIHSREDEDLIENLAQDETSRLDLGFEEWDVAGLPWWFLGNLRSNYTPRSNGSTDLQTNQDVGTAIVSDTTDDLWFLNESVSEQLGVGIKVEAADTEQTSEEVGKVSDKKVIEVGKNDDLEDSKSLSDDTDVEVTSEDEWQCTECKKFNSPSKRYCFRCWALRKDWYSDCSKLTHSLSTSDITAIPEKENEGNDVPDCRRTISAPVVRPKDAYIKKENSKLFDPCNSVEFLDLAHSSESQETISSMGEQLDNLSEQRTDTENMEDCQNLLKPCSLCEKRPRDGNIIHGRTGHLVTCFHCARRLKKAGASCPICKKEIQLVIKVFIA
# Target sequence (Q00987 whole entry, looked up): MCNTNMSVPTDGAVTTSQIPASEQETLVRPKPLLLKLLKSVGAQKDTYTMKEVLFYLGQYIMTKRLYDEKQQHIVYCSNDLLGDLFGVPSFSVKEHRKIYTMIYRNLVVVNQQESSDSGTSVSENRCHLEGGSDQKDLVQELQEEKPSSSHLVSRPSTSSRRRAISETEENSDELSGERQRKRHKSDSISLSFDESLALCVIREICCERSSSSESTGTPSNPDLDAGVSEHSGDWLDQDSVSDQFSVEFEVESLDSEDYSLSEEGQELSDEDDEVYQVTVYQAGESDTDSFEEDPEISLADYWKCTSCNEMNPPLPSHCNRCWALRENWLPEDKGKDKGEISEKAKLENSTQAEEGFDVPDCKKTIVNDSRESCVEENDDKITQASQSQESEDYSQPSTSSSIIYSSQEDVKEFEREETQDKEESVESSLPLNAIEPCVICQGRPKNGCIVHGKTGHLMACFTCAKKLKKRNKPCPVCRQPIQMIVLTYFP
# XBP1 UPR activ: activators of adaptive arm of unfolded protein response (XBP1). 330,000 compounds, 0.33% hits. CHO-XBP1 luciferase reporter, IRE1-XBP1 UPR activation, luminescence; percent of tunicamycin response, DMSO as zero. activation, % at 20 µM;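 active = versus positive control, 20 µM dose yields 30% or more activation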;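 note: 100% = tunicamycin at 10 µg/mL and 0% = DMSO only wells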
#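 Material: CHO-XBP1 cells stably carrying IRE1-XBP1-driven luciferase reporter / Amount: 1000 cells per well / Compound: 20 µM, 1% DMSO / Times: 6 h treatment, 37 °C / Detection: luciferase luminescence / Measure: % activation of reporter signal versus tunicamycin and DMSO controls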
# * hit, by the source's call.
1. CCCn1c(=N)n(CC(=O)O)c2ccccc21
2. Cc1ccc(Cn2c(SCCN3CCCCC3)nc3c2c(=O)n(C)c(=O)n3C)cc1
3. Cc1nc(N[C@@H](Cc2c[nH]c3ccccc23)C(=O)O)c2oc3ccccc3c2n1
4. CCC1(CC)NC(=O)N(CC(=O)OC(C)C(=O)Nc2ccc(Cl)cn2)C1=O (centres undefined)
5. O=C(CSc1n[nH]c(=O)[nH]c1=O)c1ccc([N+](=O)[O-])cc1
assay / entry	1	2	3	4	5
tim23-1 inh	-8	12	-6	9	8
Jurkat NFkB inh	3	-10	-7	7	-5
TIM10 inh	-4	13	-1	3	-1
tim10-1 inh	0	2	-14	0	-1
CHOP UPR activ	-1.6	-0.3	-0.8	1.0	1.5
697 NFkB inh	5	-61	-23	6	7
Mdm2-MdmX inh	-6	2	-31	-3	-9
XBP1 UPR activ	-3	0	0	-2	-3

6. Cc1ccc(C(C(=O)NC2CCCC2)N(C(=O)CCC(=O)Nc2cc(C)on2)c2ccccc2)cc1 (centres undefined)
7. Cc1ccc(CS(=O)Cc2ccc(C(=O)NC3CCCC(C)C3C)o2)cc1 (centres undefined)
8. COc1cc(OC)c(OC)cc1CNc1nnnn1C
9. CCNc1nc(SCC(=O)Nc2ccc(Cl)c(Cl)c2)nc(N2CCOCC2)n1
10. Nn1c(SCC(=O)N2CCCCCC2)nnc1-c1ccncc1
assay / entry	6	7	8	9	10
tim23-1 inh	-7	16	-5	28	9
Jurkat NFkB inh	-9	0	1	16	3
TIM10 inh	8	2	0	-2	1
tim10-1 inh	4	26	-13	33	3
CHOP UPR activ	3.4	1.1	2.2	-1.0	-0.7
697 NFkB inh	5	3	5	-5	-9
Mdm2-MdmX inh	6	22	1	49	18
XBP1 UPR activ	-1	-3	-4	-4	0

11. COc1cc(SC)ccc1C(=O)N1CCN(Cc2ccccc2)CC1
12. CCOC(=O)N1CCC(NC(=O)c2ccc3c(c2)N=C(C)c2c(C)ccc(C)c2S3)CC1
13. O=C(/C=C/c1ccccc1)NCCSCc1ccc(Cl)cc1
14. Cc1cnc(C(=O)OCC(=O)Nc2ccc(Cl)cc2)cn1
15. COc1ccc(-n2nnnc2SCC(=O)NC2CC2)cc1
assay / entry	11	12	13	14	15
tim23-1 inh	12	45	15	22	-7
Jurkat NFkB inh	9	65*	-11	9	-8
TIM10 inh	9	22	32	1	0
tim10-1 inh	4	44*	17	9	-1
CHOP UPR activ	2.6	1.2	-1.3	-1.4	2.1
697 NFkB inh	1	-42	-5	12	24
Mdm2-MdmX inh	40	68*	32	22	24
XBP1 UPR activ	-3	25	-1	-4	1

# Nothing new here: twelve of the compounds above.
4. CCC1(CC)NC(=O)N(CC(=O)OC(C)C(=O)Nc2ccc(Cl)cn2)C1=O (centres undefined)
5. O=C(CSc1n[nH]c(=O)[nH]c1=O)c1ccc([N+](=O)[O-])cc1
6. Cc1ccc(C(C(=O)NC2CCCC2)N(C(=O)CCC(=O)Nc2cc(C)on2)c2ccccc2)cc1 (centres undefined)
7. Cc1ccc(CS(=O)Cc2ccc(C(=O)NC3CCCC(C)C3C)o2)cc1 (centres undefined)
8. COc1cc(OC)c(OC)cc1CNc1nnnn1C
9. CCNc1nc(SCC(=O)Nc2ccc(Cl)c(Cl)c2)nc(N2CCOCC2)n1
10. Nn1c(SCC(=O)N2CCCCCC2)nnc1-c1ccncc1
assay / entry	4	5	6	7	8	9	10
tim23-1 inh	9	8	-7	16	-5	28	9
Jurkat NFkB inh	7	-5	-9	0	1	16	3
TIM10 inh	3	-1	8	2	0	-2	1
tim10-1 inh	0	-1	4	26	-13	33	3
CHOP UPR activ	1.0	1.5	3.4	1.1	2.2	-1.0	-0.7
697 NFkB inh	6	7	5	3	5	-5	-9
Mdm2-MdmX inh	-3	-9	6	22	1	49	18
XBP1 UPR activ	-2	-3	-1	-3	-4	-4	0

11. COc1cc(SC)ccc1C(=O)N1CCN(Cc2ccccc2)CC1
12. CCOC(=O)N1CCC(NC(=O)c2ccc3c(c2)N=C(C)c2c(C)ccc(C)c2S3)CC1
13. O=C(/C=C/c1ccccc1)NCCSCc1ccc(Cl)cc1
14. Cc1cnc(C(=O)OCC(=O)Nc2ccc(Cl)cc2)cn1
15. COc1ccc(-n2nnnc2SCC(=O)NC2CC2)cc1
assay / entry	11	12	13	14	15
tim23-1 inh	12	45	15	22	-7
Jurkat NFkB inh	9	65*	-11	9	-8
TIM10 inh	9	22	32	1	0
tim10-1 inh	4	44*	17	9	-1
CHOP UPR activ	2.6	1.2	-1.3	-1.4	2.1
697 NFkB inh	1	-42	-5	12	24
Mdm2-MdmX inh	40	68*	32	22	24
XBP1 UPR activ	-3	25	-1	-4	1

# (cont.)
16. Cc1ccc(S(=O)(=O)NCCC(=O)Nc2nnc(C3CC3)s2)cc1C
17. CCCCc1nc(C(N)=O)c2[nH]c(=O)n(-c3ccc(OC)cc3OC)c2n1
18. CCOC(=O)C1CCN(S(=O)(=O)c2ccc(NC(=O)c3ccco3)cc2)CC1
19. CN(C1CCCCC1)S(=O)(=O)c1ccc2c(c1)c(=O)c(C(=O)NCCCN1CCCC1)cn2C
20. CCn1c(SCc2ccccc2)nc2c(c1=O)SCC2
assay / entry	16	17	18	19	20
tim23-1 inh	7	2	65*	8	14
Jurkat NFkB inh	6	-8	16	-20	8
TIM10 inh	-3	5	66*	1	-4
tim10-1 inh	19	-2	69*	8	11
CHOP UPR activ	0.3	3.0	1.6	-1.7	-0.5
697 NFkB inh	1	-12	-11	-7	10
Mdm2-MdmX inh	5	6	13	7	10
XBP1 UPR activ	-1	0	-3	-4	3

21. Cc1ccc(/C=C/c2nnc(-c3ccccc3)o2)cc1
22. COc1ccc(CN2CCOCC2)cc1
23. COc1ccc(OCc2cc(C(=O)NCC3CCOCC3)no2)c(Cl)c1
24. Cc1cc(C)n2nc3nc(N4CCCCC4)nc(-c4ccco4)c3c2n1
25. COc1ccc(-n2nc(C(=O)NCC(=O)NCCc3ccc(OC)c(OC)c3)c3ccccc3c2=O)cc1Cl
26. Cc1ccc(C(=O)NCCc2cccs2)cc1
27. CC1CC(C)CN(C(=O)C2CCN(S(=O)(=O)c3cccs3)CC2)C1 (centres undefined)
28. Cc1cccc(-c2nnn(CC/C(N)=N/O)n2)c1
assay / entry	21	22	23	24	25	26	27	28
tim23-1 inh	8	23	18	30	8	9	19	-4
Jurkat NFkB inh	-41	-19	-51	7	3	-16	9	0
TIM10 inh	13	-18	14	10	-12	7	14	-11
tim10-1 inh	3	-6	20	22	9	0	8	27
CHOP UPR activ	2.2	-2.2	5.0	2.6	0.0	-7.4	0.6	1.2
697 NFkB inh	-96	14	-83	-8	5	-57	9	10
Mdm2-MdmX inh	-143	6	-53	12	20	20	-28	15
XBP1 UPR activ	-4	-7	1	8	-1	-5	-3	0

# Screens as filed in PubChem BioAssay.
